# Assay outcomes from PubChem.
# K1F lysis inhibition – inhibition of K1F phage lysis, E. coli UTI89, bacterial capsule biogenesis inhibitors, alamar blue (AID 488966); E. coli UTI89 K1F phage lysis, alamar blue, 2 h; higher % means a stronger effect; inhibition, % at 100 µM, or IC50 in µM where a hit was titrated; 340,000 compounds, 0.02% hits;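 active means phage lysis inhibition, versus mean bacterial control, above a set limit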;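 further: capsule biogenesis inhibitors block K1F phage lysis so surviving cells raise fluorescence; higher fluorescence means more inhibition of phage lysis; actives were called in the ten point dose series up to 300 µM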
# * marks the source's active call; other numbers are inactive results; & = joins results of further samples; [ ] = dose if it differs, or a comment. A portion of the library; count on the stated rates, not on these rows.
Structure,K1F lysis inhibition
CC1CCN(C(=O)COc2coc(CN3CCc4ccccc43)cc2=O)CC1,1.1%[50 µM]
COc1ccc(/C=N/NC(=O)c2ccco2)cc1COc1ccc(F)cc1,0.1%
Cc1ccc(S(=O)(=O)N(C)C)cc1NC(=O)COC(=O)Cc1cccs1,1.5%[50 µM]
CCCCOCCCNCc1cccn1CCN1CCOCC1,-0.1%
CC(Cc1cnccn1)NC(=O)c1cc(COc2ccc(F)cc2F)on1 (stereo not given),0.2%
CNC(=O)C1CC(=O)N(c2ccc(OCC(=O)Nc3ccc(F)cc3)cc2)C1 (stereo not given),-0.6%
O=C(Cn1nc(-c2ccccc2)oc1=O)OCC(=O)c1ccccc1,-0.4%
O=C(COc1ccccc1Cl)N1CCc2ccccc21,0.3%
Cc1ccc2[nH]c(O)c(N=Nc3ccccc3C)c2c1,0.9%
Oc1cccc(C=NN=C2c3ccccc3-c3ccccc32)c1,-3.5%
COC(=O)[C@]1(C)N[C@H](CN(C)C(=O)Nc2ccccc2)[C@@H]2C(=O)N(Cc3ccccc3)C(=O)[C@@H]21,0.2%
Nc1cc2c(cc1[N+](=O)[O-])-c1ccccc1C2=NO,-3.3%
O=C1c2ccccc2C(=O)N1c1ccccc1,3.5%
Cc1cccc(NC(=O)C2CCCN(C(=O)Nc3ccc(F)cc3)C2)c1C (stereo not given),0.1%
CC(CC(=O)N(C)C1CCCCC1)S(=O)(=O)c1ccc2c(c1)NC(=O)CO2 (stereo not given),0.0%
O=C(COC(=O)/C=C/c1cccc(C(F)(F)F)c1)NC(=O)NCc1ccccc1,1.7%[50 µM]
O=C(NN=Cc1ccccc1O)C1CC1,-0.9%
O=CC1=C(c2ccccc2)Oc2ccccc2O1,0.1%
COc1ccccc1CN(C)C(=O)c1sccc1-c1ccccc1,-0.1%
CCOc1ccccc1NC(=O)c1ccccc1-c1ccccc1,0.1%
COc1cc(C(=O)NCCC(=O)NC2CCCCC2)cc(OC)c1OC,0.3%
COc1ccc(NC(=O)CN(C)C(=O)c2cc(-c3ccccc3)nc3ccccc23)cc1,-0.8%
COc1ccc(OCC(=O)N/N=C/c2cccn2-c2cccc(C(=O)O)c2)cc1,0.3%[50 µM]
O=C(NCCC1CCCCN1S(=O)(=O)c1ccc(F)cc1)C(=O)NCc1ccncc1 (stereo not given),-2.2%
O=C(CSc1nc(C2CC2)n(-c2ccccc2)n1)NCc1ccco1,1.2%[50 µM]
NS(=O)(=O)c1cnccc1Nc1cccc(Br)c1,-0.1%
CN(C(=O)c1cccc(NC(=O)Cc2ccc(NC(=O)C3CCCN(C(=O)C4CC4)C3)cc2)c1)C1CCCC1 (stereo not given),-0.1%
CN(CC(=O)Nc1cccc(C(F)(F)F)c1)Cc1ccccc1,-0.1%
Cc1ccc(C(=O)Cc2ccccc2)cc1,-3.6%
CCCN(CCC)CCCNC(=O)c1ccc2c(Cl)c3c(nc2c1)CCC3,0.3%

# Next section, overlapping the part above by two compounds.
Structure,K1F lysis inhibition
Cc1ccc(C(=O)Cc2ccccc2)cc1,-3.6%
CCCN(CCC)CCCNC(=O)c1ccc2c(Cl)c3c(nc2c1)CCC3,0.3%
CCOc1ccc(S(=O)(=O)Nc2cnc3ccccc3c2)cc1,-0.2%
CCN(CC)CCOCCOC(=O)C1(c2ccccc2)CCCC1,7.2%
COP(=O)(OC)C(Nc1ccc(Cl)cc1)c1ccccc1 (stereo not given),1.1%
Cc1noc(C)c1S(=O)(=O)N(C)C[C@H]1Oc2ccc(NC(=O)Cc3ccccc3)cc2C(=O)N([C@H](C)CO)C[C@@H]1C,0.3%
COc1cccc(NC(=S)N(CCC(C)C)C2CCN(C(C)=O)CC2)c1,0.1%
Cc1ccc2scc(CN3CCCC3)c2c1,1.0%
Nc1nonc1-n1nnc(C(=O)N/N=C/c2ccoc2)c1-c1ccccc1,-0.2%
CCN(CC)c1ccc(NC(=O)COC(=O)C2CCN(c3ccc(C(F)(F)F)cn3)CC2)cc1,1.0%[50 µM]
O=C1NC(=S)NC1(c1ccccc1)c1ccccc1,-0.5%
CCN(CC(=O)NCc1cccs1)C(=O)CN(C)S(=O)(=O)c1ccc(C)cc1,0.2%[50 µM]
C[C@]12CCC(O)CC1=CCC1C2CC[C@]2(C)/C(=N\NC(N)=S)CCC12 (stereo not given in full),-0.2%
CC(=O)Nc1ccc(-c2csc(NC(=O)CN3C(=O)NC4(CCCC4)C3=O)n2)cc1,1.2%[50 µM]
CCN(CC(=O)Nc1ccc(NC(C)=O)cc1)C(=O)CN1C(=O)C2CCCCC2C1=O (stereo not given),0.2%[50 µM]
Oc1ccc(-c2cnc(-c3ccc(O)cc3)nc2)cc1,0.0%
COc1cc(C(=O)O)c2c(c1C)OC(=O)c1c(C)cc(O)c(C=O)c1O2,-0.7%
CCOC(=O)Cc1cc(=O)[nH]n(-c2ccccc2)c1=O,-0.7%
COc1ccc(-c2nc3c(c(SCC(=O)N4CCCC4)n2)COC(C)(C)C3)cc1,1.7%[50 µM]
O=C(Cc1ccc(NC(=O)C2CCN(C(=O)C3CC3)CC2)cc1)Nc1cccc(C(=O)N2CCCC2)c1,0.3%
CCOC(=O)N1CCN(C(=O)CCNS(=O)(=O)c2ccccc2)CC1,1.0%[50 µM]
Cc1cc(=O)oc2c(C)c(OC(C)C(=O)Nc3ccc(N4CCC(C)CC4)cc3)ccc12 (stereo not given),-0.1%
S=C(NCc1cccnc1)Nc1ccc2c(c1)OCO2,2.3%[50 µM]
CCN(CC)c1ccc(C(=O)NNC(=O)C2CSC3(C)CCC(=O)N23)cc1 (stereo not given),0.2%[50 µM]
Cc1ccccc1NC(=O)c1cc(S(=O)(=O)N2CCOCC2)cn1C,0.9%
COc1ccc(Nc2nccc(-c3ccc([N+](=O)[O-])cc3)n2)cc1,-0.1%
COCCCNC(=O)c1ccc(CS(=O)(=O)c2cccc(C(F)(F)F)c2)o1,-0.2%
O=C(Nc1ccc(S(=O)(=O)Nc2ccccn2)cc1)c1ccccc1,2.0%[50 µM]
O=C(c1ccc2nsnc2c1)N1CCN(c2ccc([N+](=O)[O-])cc2)CC1,0.5%
CS(=O)(=O)N1CCc2nc(-c3ccccc3)sc2C1,0.4%
Cc1cc(C(=O)OCC(=O)Nc2ccccc2Br)c(C)o1,1.0%
CCN(CC(=O)Nc1c(F)cccc1F)C(=O)COc1cccc2c1OC(C)(C)C2,1.1%[50 µM]

# Given with each value named: entries from further up.
smiles: CCN(CC(=O)Nc1c(F)cccc1F)C(=O)COc1cccc2c1OC(C)(C)C2
  K1F lysis inhibition: 1.1%[50 µM]

smiles: CCOC(=O)Cc1cc(=O)[nH]n(-c2ccccc2)c1=O
  K1F lysis inhibition: -0.7%

# Going on with the list.
Structure,K1F lysis inhibition
COc1cccc(NC(=O)CN(C)C(=O)CSCc2nc3scc(-c4cccs4)c3c(=O)[nH]2)c1,-1.4%
CCCCNC(=O)c1ccc(NS(=O)(=O)c2ccc3[nH]c(=O)[nH]c3c2)cc1,-0.3%
CC(=O)N/C(=C\c1ccccc1)C(=O)OCC(=O)c1c(N)n(C)c(=O)n(C)c1=O,0.8%
CC(=O)OC(C(=O)Nc1nccs1)c1ccccc1 (stereo not given),-2.0%
CN(CCC#N)C(=O)COC(=O)C1c2ccccc2Oc2ccccc21,-0.2%
COc1cc(N)c(Cl)cc1C(=O)OCC(=O)N1CCc2ccccc21,0.5%[50 µM]
Cc1ccc(S(=O)(=O)N(Cc2ccccc2Cl)C(=O)N2CCN(C)CC2)cc1,1.9%[50 µM]
CCCn1c2ccccc2c2cnn(CC(=O)OC)c(=O)c21,0.1%
CCC(C)c1ccc(S(=O)(=O)N2CCN(c3ccccn3)CC2)cc1 (stereo not given),-0.1%
COc1cc(/C=N/Nc2nc(C)cc(C)n2)cc(OC)c1OC,1.8%
COc1ccc(OC)c(S(=O)(=O)N2CCC(C(=O)NCc3ccncc3)CC2)c1,0.4%
O=C(Cc1c(F)cccc1Cl)Nc1ccccn1,-0.1%
CCC(C)Sc1cc(-c2nc3ccccn3c2NC2CCCCC2)ccc1OC (stereo not given),-0.3%
CCOc1ccc(NC(=O)CCCNC(=O)Cn2cnc3sc(C)c(C)c3c2=O)cc1,-0.2%
CCC(=O)N1N=C(c2cccs2)CC1c1ccc(OC)cc1 (stereo not given),-0.1%
Nc1ccccc1C#Cc1ccc([N+](=O)[O-])cc1,-0.3%
COc1cccc(CNC(=O)CCCn2nc(C)n3c(cc4sccc43)c2=O)c1,0.0%
COc1ccc(S(=O)(=O)NCCc2c[nH]c3ccccc23)cc1OC,0.2%
CC(C)N(C(=O)[C@H]1C[C@H](CC(=O)NCCCN(C)C)C(=O)N2CCc3c([nH]c4cc(-c5ccco5)ccc34)[C@]12C)C(C)C,0.1%
CC(C)(NS(=O)(=O)OCC(Cl)(Cl)Cl)c1ccccc1,1.0%
Cc1ccc(NC(=O)c2cnc(SCC(=O)NCC3CCCO3)n(C)c2=O)cc1C (stereo not given),0.6%[50 µM]
Cc1ccc(C)c(SCC(=O)Nc2cccc(S(=O)(=O)N3CCOCC3)c2)c1,0.2%[50 µM]
Cc1ccc(NC(=O)CCC(=O)N2CCOCC2)nc1,-0.1%[50 µM]
CCCn1cnc2c(SCc3ccc(Cl)cc3)nc(N)nc21,-2.6%
O=C(CNC(=O)c1ccccc1F)N/N=C/c1ccco1,0.3%
COc1ccccc1/C=C/C(=O)OCC(=O)Nc1c(C)nn(-c2ccccc2)c1C,0.8%[50 µM]
Cc1ccc(S(=O)(=O)N2CCCC(C(=O)NC3CCCC3)C2)cc1 (stereo not given),0.5%
O=S(=O)(c1ccc(Br)cc1)c1nc(-c2ccco2)oc1NCCCn1ccnc1,0.2%[50 µM]
Cc1ccc(OCC(=O)N2CCCCCCC2)cc1,0.1%
NC(=O)c1ccsc1NC(=O)COC(=O)c1ccc(Cl)cc1,0.8%[50 µM]
Cc1cccc2c(N=Nc3ccccc3)c(O)[nH]c12,0.4%[50 µM]
Cc1ccc(C(=O)NCC(c2ccco2)N2CCc3ccccc32)cc1C (stereo not given),-0.7%[50 µM]
CC(=O)Nc1ccc(NC(=O)CNC(=O)c2sc3ccccc3c2Cl)cc1,1.5%[50 µM]
Cc1cc(C(=O)COC(=O)c2ccc(Cl)c(S(N)(=O)=O)c2)c(C)n1CC1CCCO1 (stereo not given),1.1%[50 µM]
Cc1ccc2c(c1)c1c3n2CCNC3CCC1 (stereo not given),14.0%&0.1%
Cc1ccc(-c2cnc(C3CC3)o2)cc1S(=O)(=O)Nc1ccccc1,0.1%
Nc1c(Br)cc(Br)c2c1-c1ccc([N+](=O)[O-])cc1C2,-4.5%
COc1ccc(S(=O)(=O)N2CCN(Cc3ccc4c(c3)OCO4)CC2)cc1F,0.6%
COc1ccc(S(=O)(=O)NCC(c2ccc(C)cc2)N2CCN(C)CC2)cc1OC (stereo not given),0.8%[50 µM]
O=C(C[C@H]1C/C=C\C[C@H](NC(=O)OCC2c3ccccc3-c3ccccc32)C(=O)OC[C@@H]2CCCN2C1=O)NCCO,3.2%
CCc1c(O)nc(SCC(=O)Nc2cc(C)on2)n(-c2ccccc2)c1=O,-1.3%[50 µM]
COCCn1c(SCC(=O)Nc2ccc(NC(C)=O)cc2)nc2ccccc2c1=O,0.2%
CCC1CCCCN1CCCNC(=O)Cn1cnc2sc(C)c(S(=O)(=O)N3CC(C)CC(C)C3)c2c1=O (stereo not given),1.6%
CCOC(=O)C1CCN(c2ccc(-c3cccs3)nn2)CC1,-0.1%
CCc1ccc(NC(=O)Nc2cc(C(=O)NCC3CCCO3)ccc2N2CC3CC(C2)c2cccc(=O)n2C3)cc1 (stereo not given),0.1%

# Compounds listed so far with two or more sulfur atoms:
Structure,K1F lysis inhibition
Cc1ccc(S(=O)(=O)N(C)C)cc1NC(=O)COC(=O)Cc1cccs1,1.5%[50 µM]
CCN(CC(=O)NCc1cccs1)C(=O)CN(C)S(=O)(=O)c1ccc(C)cc1,0.2%[50 µM]
CS(=O)(=O)N1CCc2nc(-c3ccccc3)sc2C1,0.4%
COc1cccc(NC(=O)CN(C)C(=O)CSCc2nc3scc(-c4cccs4)c3c(=O)[nH]2)c1,-1.4%
Cc1ccc(C)c(SCC(=O)Nc2cccc(S(=O)(=O)N3CCOCC3)c2)c1,0.2%[50 µM]
CCC1CCCCN1CCCNC(=O)Cn1cnc2sc(C)c(S(=O)(=O)N3CC(C)CC(C)C3)c2c1=O (stereo not given),1.6%

# Further records.
Structure,K1F lysis inhibition
OC(CNCc1ccccc1F)COc1cccc2ccccc12 (stereo not given),0.2%
CC1CC2C3CCC4=CC(=O)CCC4(C)C3CCC2(C)C1(O)C(=O)CO (stereo not given),-1.2%
COc1ccc(N2CCN(C(=O)c3cc(C4CC4)nn3-c3ccccc3)CC2)cc1,0.5%[50 µM]
O=c1[nH]c(Nc2ccccn2)cc2ccccc12,-0.7%
Clc1ccc(-c2cnnc(-c3ccccn3)n2)cc1,1.9%
CN(CC(=O)Nc1c(Cl)cccc1Cl)C(=O)CCC1CCCC1,0.0%
CCCCC1(C(=O)OCC)NC(c2ccc(O)cc2)C2C(=O)N(c3ccccc3)C(=O)C21 (stereo not given),0.0%
COc1ccc2c(c1)CCc1cnoc1-2,1.6%
Cc1ccc(OCCC(=O)OCC(=O)Nc2ccc(C)c(S(=O)(=O)N3CCOCC3)c2)cc1,1.1%[50 µM]
O=C(NC1CCCCC1c1ccccc1)c1ccccc1 (stereo not given),0.0%
O=C(Nc1ccccc1O)c1ccc2c(c1)C(=O)N(N1C(=O)c3ccccc3C1=O)C2=O,1.8%[50 µM]
COCc1ccc(C(=O)NC2CCCc3c2cnn3-c2ccc(C)c(C)c2)o1 (stereo not given),0.0%
